D1 antag = Antagonist of Human D 1 Dopamine Receptor: qHTS | D(1A) dopamine receptor (Homo sapiens), P21728 | HEK293 TREx D1 cells, calcium flux, dopamine EC80; stronger effect = lower value | activity change, negative = inhibition, % at 10 µM | 3.2% of 360,000 active | AID 504652, 2011; in the data active = activity change below about -30%; also: % is scaled to controls: 0 for no effect and ±100 for the full control effect
Target sequence (P21728 whole entry, looked up): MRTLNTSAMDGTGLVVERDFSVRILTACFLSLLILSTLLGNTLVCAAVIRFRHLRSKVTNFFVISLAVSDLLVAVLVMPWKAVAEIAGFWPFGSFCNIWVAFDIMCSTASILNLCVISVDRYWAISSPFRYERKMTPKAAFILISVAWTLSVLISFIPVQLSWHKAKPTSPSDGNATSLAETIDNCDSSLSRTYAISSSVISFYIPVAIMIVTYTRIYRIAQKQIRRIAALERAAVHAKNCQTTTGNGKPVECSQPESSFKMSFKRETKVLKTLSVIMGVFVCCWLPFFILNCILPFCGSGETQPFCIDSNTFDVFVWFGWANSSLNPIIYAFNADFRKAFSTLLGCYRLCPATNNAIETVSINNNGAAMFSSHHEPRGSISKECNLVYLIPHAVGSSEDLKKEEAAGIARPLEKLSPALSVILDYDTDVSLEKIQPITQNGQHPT
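Calcium flux readout: force-coupled, inducible Hek293 Trex D1 line, cells induced overnight at 30 C with tetracycline, dye-loaded 30–90 min at RT. Antagonism scored against EC80 dopamine challenge given 180 s after compound.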
D1 PAM = Potentiators of Human D1 Dopamine Receptor: qHTS. D(1A) dopamine receptor (Homo sapiens), P21728. HEK293 TREx D1 cells, calcium flux, dopamine EC20 potentiation. potentiation, % at 10 µM. 0.036% of 360,000 active. AID 504651, 2011; in the data active = potentiation above about 30%; also: 0% is about no effect
TRHR PAM = qHTS for Small Molecule Agonists and Allosteric Enhancers of Human TRH Receptor: Primary Screen for Enhancers; Thyrotropin-releasing hormone receptor (Homo sapiens), P34981; TRHR cells, fluo-8 calcium fluorescence, EC20 TRH enhancement; enhancement, % at 2 µM; 0.66% of 360,000 active; AID 493056, 2011; in the data active = enhancement above about 30%; also: 0% is about no effect
Target sequence (P34981 whole entry, looked up): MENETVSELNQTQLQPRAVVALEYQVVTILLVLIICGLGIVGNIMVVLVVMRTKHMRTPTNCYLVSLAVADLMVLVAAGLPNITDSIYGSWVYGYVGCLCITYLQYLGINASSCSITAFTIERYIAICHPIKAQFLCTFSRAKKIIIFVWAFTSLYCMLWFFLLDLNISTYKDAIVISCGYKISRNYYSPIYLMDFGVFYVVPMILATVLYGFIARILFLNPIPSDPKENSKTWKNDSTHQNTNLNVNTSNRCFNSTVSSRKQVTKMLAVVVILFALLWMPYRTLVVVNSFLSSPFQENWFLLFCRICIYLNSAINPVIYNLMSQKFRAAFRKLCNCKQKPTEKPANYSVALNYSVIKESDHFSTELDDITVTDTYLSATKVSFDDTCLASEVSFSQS
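TRHR-expressing cells loaded with fluo-8 calcium dye were read kinetically (ex 480/em 530) during compound addition, then stimulated with an EC20 of TRH (10 nM final). Enhancement of the Gq-mediated intracellular calcium response was scored.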
D2 PAM = HTS Assay for Positive Allosteric Modulators of the Human D2 Dopamine Receptor: Primary Screen for Potentiators | potentiation, % at 10 µM | D(2) dopamine receptor (Homo sapiens), P14416 | 0.34% of 340,000 active | HEK293 T-REx D2, calcium flux, EC20 dopamine potentiation;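 active = potentiation over 3 SD above the plate norm, cut at about 30% in these data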; also: 0% is about no effect
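Calcium flux readout, no-wash dye, 1 read/s. Inducible HEK293 Trex D2 line, overnight 30 C. Compound alone 180 s (agonist flags), then EC20 dopamine, another 180 s to score potentiation.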
D1 ag = Allosteric Agonists of the Human D1 Dopamine Receptor: qHTS | D(1A) dopamine receptor (Homo sapiens), P21728 | HEK293 T-REx D1 cells, calcium flux, agonist mode | activation, % at 2 µM | 1% of 360,000 active; in the data active = activation above about 30%; also: 0% is about no effect
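Tetracycline-induced HEK293 TREx D1 cells, force-coupled to calcium signalling, were dye-loaded with a no-wash calcium kit. Compound was pin-added after a 10 s baseline. Fluorescence was read kinetically at 1 cycle/s for 180 s, with calcium rises flagged as agonism.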
TRHR ag = qHTS for Small Molecule Agonists and Allosteric Enhancers of Human TRH Receptor: Primary Screen for Agonists. activation, % at 2 µM. Thyrotropin-releasing hormone receptor (Homo sapiens), P34981. AID 493084, 2011. TRHR cells, calcium flux fluo-8, FDSS agonist mode. 0.18% of 360,000 active; in the data active = activation above about 30%; also: 0% is about no effect
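Fluo-8-loaded TRHR cells; 10 s baseline, compound added, kinetic Ca2+ fluorescence read 1/s, agonist mode.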
RXFP1 antag = qHTS Assay for Antagonists of the Relaxin Receptor RXFP1. Relaxin receptor 1 (Homo sapiens), Q9HBX9. HEK293-RXFP1, relaxin-stimulated cAMP HTRF, 30 min; stronger effect = lower value. activity change, negative = inhibition, % at 57.5 µM. 0.59% of 350,000 active;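 active = activity change of -60% or lower, but not beyond a set lower limit; inconclusive = change between -60% and -40%, or beyond the set limit; inactive = change above -40%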; also: % is scaled to controls: 0 for no effect and ±100 for the full control effect
Apoferritin bind = qHTS Assay for Identification of Novel General Anesthetics; Ferritin light chain (Equus caballus), P02791; apoferritin/1-aminoanthracene competitive binding, fluorescence; Potency, µM (doses to about 77.5 µM), for inactives: top-dose activity change, negative = displacement, actives largely listed as inhibitors; 0.074% of 350,000 active; AID 485281, 2010; also: potency is read from the fitted curve at half-maximal effect; % is scaled to controls: 0 for no effect and ±100 for the full control effect; nearly all actives have a fitted effect of over 20% in size
Target sequence (P02791 2-175 limits assumed): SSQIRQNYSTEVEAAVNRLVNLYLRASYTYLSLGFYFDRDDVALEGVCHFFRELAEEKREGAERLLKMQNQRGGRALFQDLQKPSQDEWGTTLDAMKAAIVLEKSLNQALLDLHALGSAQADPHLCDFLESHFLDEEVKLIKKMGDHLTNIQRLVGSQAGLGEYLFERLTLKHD
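10 uM apoferritin + 50% sat. 1-AMA, PBS; cpd 10 min RT; Ex380/Em535 endpoint; normalized to free probe vs complex; 4-param Hill fit; propofol titration as pos. ctrl.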
RXFP1 agonist = qHTS Assay for Agonists of the Relaxin Receptor RXFP1; Relaxin receptor 1 (Homo sapiens), Q9HBX9; HEK293T-RXFP1 cAMP TR-FRET, 30 min; response scale: percent of porcine relaxin response, buffer zero; Potency, µM (highest dose often 57.5 µM), inactives show at the highest dose activation, hits mostly activators; 0.3% of 370,000 active; AID 2676, 2010; also: potency is read from the fitted curve at half-maximal effect; % is scaled to controls: 0 for no effect and ±100 for the full control effect; nearly all actives have a fitted effect of over 60% in size; many of its hits are not listed in these tables
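HEK293 cells stably expressing RXFP1, treated 30 min at 37C with compounds plus PDE4 inhibitor Ro 20174; cAMP measured by HTRF TR-FRET. Normalized to buffer and 29 nM porcine relaxin; EC50 by Hill fit.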
Active calls of the source: *; ? = inconclusive; · = not tested or not shown; [ ] = remark or other dose. Unless noted, calls follow the shape of the dose curve; as a rule, active = well fitted curve in the direction sought with a large enough effect; inconclusive = small, poorly fitted or top-dose-only effect, or another doubt; inactive = no such curve, though single readings can be large; an effect the other way counts as inactive or inconclusive. This is a subset; count on the stated rates, not on these rows.

SMILES,Apoferritin bind,RXFP1 agonist,TRHR ag,TRHR PAM,D1 ag,RXFP1 antag,D2 PAM,D1 antag,D1 PAM
CC(=O)N1CCc2cc(S(=O)(=O)CCC(=O)NCc3ccc(C)o3)ccc21,-7%,2.5%,-0.2,-15,2,6,-18,4,-4
CCOc1ccc(NC(=O)CCc2c(C)nn(-c3ccc(N4CCCC4)nn3)c2C)cc1,42%[activator],-0.9%,-0.6,7,1,14,13,5,-5
CC(C)(C)c1ccc(OC(=O)c2ccc3snnc3c2)cc1,-10%,-0.5%,1.5,-15,1,-6,-6,-29,-7
CCOC(=O)c1oc2c(c1C)-c1nn(Cc3ccc(Cl)cc3)cc1CC2,43%[activator],0.0%,-1.0,6,-3,-6,11,7,-1
CCOc1cc(C(=O)Nc2ncn[nH]2)cc(OCC)c1OCC,3%,3.0%,-0.2,7,1,-1,-6,-13,-5
COc1cccc(CNC(=O)CSC2=Nc3ccccc3C3=NC(C(C)C)C(=O)N23)c1 (configuration not stated),-7%,3.3%,-0.5,11,0,-2,-1,-4,1
CCC(C)(C)NC(=O)C(c1ccccc1)N(Cc1cccnc1)C(=O)c1csnn1 (configuration not stated),-10%,0.3%,-0.3,1,0,14,4,8,-2
CN(C)C/C=C/C(O)(c1ccccc1)c1ccccc1,-3%,0.3%,0.6,4,2,-1,·,-8,-10

Going on with the list.
SMILES,Apoferritin bind,RXFP1 agonist,TRHR ag,TRHR PAM,D1 ag,RXFP1 antag,D2 PAM,D1 antag,D1 PAM
CC(C)c1ccc(S(=O)(=O)N2CCCCC2)cc1,-13%,-1.6%,-0.4,0,1,-12,1,-9,-1
Cc1ccnc(NC(=O)CCC(=O)N(CC(=O)NC(C)(C)C)c2ccc3c(c2)OCCO3)c1,-3%,-0.7%,-0.1,-6,2,0,1,5,-7
Cc1occc1-c1nnc(SCC(=O)NC2CCCC2)n1C,-5%,0.8%,0.8,3,0,2,4,6,-2
CCOC(=O)N1CCN(C(=O)C(=O)NNC(=O)COc2ccc(Cl)c(C)c2)CC1,-3%,3.4%,-0.4,1,2,6,2,-9,2
c1ccc(CN2CCN(Cc3cn4cccnc4n3)CC2)cc1,-1%,2.1%,0.5,-2,1,9,-10,-9,-6
CCNC(=O)N1CCCC(C(=O)c2ccc3cc(OC)ccc3c2)C1 (configuration not stated),0%,1.0%,-1.4,3,1,1,5,0,-5
C=CCOC(=O)C1C(=O)CC(C)(O)C(C(=O)OCC=C)C1c1ccc(N(C)C)cc1 (configuration not stated),-6%,0.1%,-0.3,-3,1,-1,·,-9,-1
Cc1ccsc1C(=O)C1CCCN(Cc2cn(C)nc2-c2ccccc2)C1 (configuration not stated),-18%,2.8%,-1.3,-6,0,-2,-10,5,-3

(more compounds)
SMILES,Apoferritin bind,RXFP1 agonist,TRHR ag,TRHR PAM,D1 ag,RXFP1 antag,D2 PAM,D1 antag,D1 PAM
Cc1ccc(N(CCC#N)C(=O)CSc2nnc3ccccn23)cc1,·,5.7%,0.1,-6,1,9,-1,5,-11
CC(=O)Nc1nnc(Cc2c[nH]c3ccccc23)s1,-1%,0.6%,0.7,-2,1,-5,-20,5,-3
Cc1ccc(C(=O)NCCCNC(=O)c2ccccc2F)cn1,-2%,2.6%,0.4,-2,3,-1,14,-2,-11
CCOc1ccc2c(c1)-c1c(ssc1=S)C(C)(C)N2C,?,2.5%,-0.9,1,0,-6,1,-3,3
Cc1nc(-c2ccc(F)cc2)c(CC(=O)NCC(=O)Nc2ccc(F)c(F)c2)s1,·,-1.1%,-0.3,-1,1,1,0,-7,-2
Cc1nn(Cc2ccc(Cl)cc2)c(C)c1NC(=O)c1cc(-c2ccco2)on1,?,1.8%,-1.2,-1,2,·,-4,-7,0
CCOC(=O)C(CC)Sc1nnc(COc2ccc(C)cc2)n1-c1ccccc1 (configuration not stated),4%,0.4%,-0.2,-2,8,-13,-3,-21,-5
COc1ccc(S(=O)(=O)NC(C)C(=O)NCc2ccccn2)cc1Cl (configuration not stated),13%,0.0%,0.7,-4,2,-8,1,1,-8

3 compounds picked at random from those above, as already listed:
SMILES,Apoferritin bind,RXFP1 agonist,TRHR ag,TRHR PAM,D1 ag,RXFP1 antag,D2 PAM,D1 antag,D1 PAM
Cc1ccc(N(CCC#N)C(=O)CSc2nnc3ccccn23)cc1,·,5.7%,0.1,-6,1,9,-1,5,-11
COc1ccc(S(=O)(=O)NC(C)C(=O)NCc2ccccn2)cc1Cl (configuration not stated),13%,0.0%,0.7,-4,2,-8,1,1,-8
CCOc1ccc2c(c1)-c1c(ssc1=S)C(C)(C)N2C,?,2.5%,-0.9,1,0,-6,1,-3,3

New compounds follow
SMILES,Apoferritin bind,RXFP1 agonist,TRHR ag,TRHR PAM,D1 ag,RXFP1 antag,D2 PAM,D1 antag,D1 PAM
COc1ccc(NC(=O)N2CCC(n3nnc4cc(C)ccc43)CC2)cc1,1%,2.3%,-0.2,-1,1,-6,-9,-18,-4
Cc1cccc(C(=O)N2CCc3cc(CNC(=O)COc4ccc(Cl)cc4)ccc32)c1,-8%,2.2%,-0.5,-1,8,-10,-3,8,1
CCC(=O)N(Cc1cc2cc(OC)ccc2[nH]c1=O)c1ccc(C)cc1C,-18%,4.1%,-0.2,-5,7,-2,4,-2,1
COC(=O)c1cc(COc2ccc3c4c(c(=O)oc3c2)CCCC4)c(C)o1,-13%,1.2%,-0.3,-4,0,-8,-2,-6,-1
COc1ccc(N2CC(C(=O)Nc3ccc(N4CCOCC4)cc3)CC2=O)cc1 (configuration not stated),4%,0.5%,0.3,5,1,-1,·,6,-5
COc1ccc(NC(=O)CC2CCCCC2)cc1OC,?,-0.2%,-0.5,-13,10,-16,2,-21,-4
CCC(=O)N1CCc2cc(S(=O)(=O)NCc3ccc(C)cc3)ccc21,3%,1.9%,-0.2,-2,14,·,-1,-8,-1
O=c1c2ccc([N+](=O)[O-])cc2ncn1CCOc1ccc(Cl)cc1,?,0.4%,0.3,-7,0,3,-1,-12,-7

Next section.
SMILES,Apoferritin bind,RXFP1 agonist,TRHR ag,TRHR PAM,D1 ag,RXFP1 antag,D2 PAM,D1 antag,D1 PAM
O=c1c2cc(NC(=S)NCCN3CCCCCC3)ccc2nc2n1CCCCC2,-9%,8.2%,0.6,-1,4,4,-17,55,3
COc1ccc(S(=O)(=O)NCc2cccn2Cc2cccc(C)c2)cc1,3%,-0.3%,1.6,-2,24,·,1,-12,4
CCCc1nn2c(=O)cc(COC(=O)CNC(=O)COc3ccc(C)cc3)nc2s1,-12%,2.1%,-0.3,-4,0,·,-9,-19,-7
CC1CCC(NC(=O)CCS(=O)(=O)c2ccc3c(c2)oc(=O)n3C)CC1 (configuration not stated),-7%,3.6%,-0.5,-3,2,43,-6,-15,-1
CC(=O)N(c1ccccc1)C1SC(=O)N(c2ccccc2)C1=O (configuration not stated),-16%,2.4%,0.2,4,3,-18,-12,4,-3
Cc1occc1C(=O)N(Cc1nc(-c2ccccc2)no1)C(C)C,-5%,1.8%,-0.2,6,0,1,-4,12,-4
Cc1ccsc1/C=C1/SC(N2CCOCC2)=NC1=O,4%,0.4%,-0.4,3,0,·,-3,-3,1
Cc1ccc([N+](=O)[O-])cc1NC(=O)CCCOc1ccccc1,-18%,1.1%,2.8,0,3,-9,-13,-14,-4

More results follow:
SMILES,Apoferritin bind,RXFP1 agonist,TRHR ag,TRHR PAM,D1 ag,RXFP1 antag,D2 PAM,D1 antag,D1 PAM
CC(=O)NC1CC2CCCC(C1)N2C(=O)Nc1ccccc1 (configuration not stated),-5%,2.3%,0.4,8,2,12,-2,11,0
COc1ccc(OCCOCC(O)CN2CCOCC2)cc1 (configuration not stated),-18%,0.0%,0.4,-2,0,2,-1,-13,-5
O=C(Nc1ccc(S(=O)(=O)N2CCCCC2)cc1)c1cccnc1Cl,·,0.8%,0.3,-4,8,2,1,2,-4
Nc1ncnc(Nc2cccc(F)c2)n1,2%,-0.2%,0.1,0,1,-1,0,-3,1
CC(C)CC(NC(N)=O)C(=O)NCCc1ccc(Cl)cc1 (configuration not stated),-4%,-0.5%,0.5,1,0,1,2,-3,-4
O=C1CCC2(CC1)NC(=O)N(c1ccccc1)N2,-6%,1.9%,-0.7,-6,4,4,6,16,1
O=C(COc1cccnc1[N+](=O)[O-])Nc1cccc2ccccc12,·,-1.6%,0.2,1,3,1,-1,8,-6
O=C(CSc1ccc(-c2ccccn2)nn1)c1ccc([N+](=O)[O-])cc1,-11%,-1.3%,0.9,18,-2,-36,-2,4,-10
Cc1cc(NC(=O)CSCC(=O)N(c2ccc(F)cc2)C(C(=O)NC2CCCCC2)c2ccc(O)c(O)c2)no1 (configuration not stated),-11%,1.9%,-0.2,-4,1,5,-11,-9,-10
N/C(=N\OC(=O)c1ccncc1)c1cccc([N+](=O)[O-])c1,-4%,6.4%,-0.5,32*,1,-10,-5,3,-2

Assay outcomes (PubChem BioAssay)
